RAD52 inh: blocks human RAD52 DNA annealing. P43351. recombinant RAD52 DNA annealing, FRET fluorescence. inhibition, % at 18.7 µM. 360,000 tested, 0.46% active. AID 651710;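 active = every replicate showing at least 50% inhibition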
esBAF inh: SWI/SNF esBAF complex inhibition; mouse ES cells, Bmi1-luciferase knock-in reporter, 24 h; 100% = twice the neutral-well signal; reporter increase, % at 12.5 µM; 350,000 tested, 2% active; AID 602393; in the data active = activation above about 40%;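 note: 0% = median of the plate's neutral control wells and 100% = double that signal; a rise in the Bmi1 reporter signal indicates esBAF inhibition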
RAD54 branch: RAD54 (human) branch migration inhibition; 360,000 tested, 0.14% active; AID 602329; inhibition, % at 10.4 µM; RAD54 Holliday junction branch migration, FAM/BHQ fluorescence;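 active = mean normalized replicate activity at least 40 and at least half of replicates scoring 40 or more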;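 note: 0% = median of neutral control wells and 100% = median of positive control wells; inhibitors cause a drop in the FAM fluorescence signal; in these data hits start at about 50%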
ERp5 inh: blocks human ERp5 reductase activity on insulin; Q15084; inhibition, % at 9.99 µM; ERp5 insulin aggregation, absorbance 650 nm, 90 min; 350,000 tested, 0.05% active;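 active = mean replicate inhibition above about 25%, with every replicate also reaching it, limit read from the data, passing the limit was not always enough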
ERAP1 inh: ERAP1 (human) enzyme inhibition; Q9NZ08; recombinant ERAP1, Leu-AMC fluorescence, 60 min; inhibition, % at 10.7 µM; 340,000 tested, 0.15% active;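 active = mean replicate inhibition of at least 30%, or all replicates individually reaching that 30% level; inactive = mean below 30% and not every replicate reaching it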;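 note: 0% = neutral control wells and 100% = L-leucinethiol positive control wells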
Target sequence (Q9NZ08 whole entry, looked up): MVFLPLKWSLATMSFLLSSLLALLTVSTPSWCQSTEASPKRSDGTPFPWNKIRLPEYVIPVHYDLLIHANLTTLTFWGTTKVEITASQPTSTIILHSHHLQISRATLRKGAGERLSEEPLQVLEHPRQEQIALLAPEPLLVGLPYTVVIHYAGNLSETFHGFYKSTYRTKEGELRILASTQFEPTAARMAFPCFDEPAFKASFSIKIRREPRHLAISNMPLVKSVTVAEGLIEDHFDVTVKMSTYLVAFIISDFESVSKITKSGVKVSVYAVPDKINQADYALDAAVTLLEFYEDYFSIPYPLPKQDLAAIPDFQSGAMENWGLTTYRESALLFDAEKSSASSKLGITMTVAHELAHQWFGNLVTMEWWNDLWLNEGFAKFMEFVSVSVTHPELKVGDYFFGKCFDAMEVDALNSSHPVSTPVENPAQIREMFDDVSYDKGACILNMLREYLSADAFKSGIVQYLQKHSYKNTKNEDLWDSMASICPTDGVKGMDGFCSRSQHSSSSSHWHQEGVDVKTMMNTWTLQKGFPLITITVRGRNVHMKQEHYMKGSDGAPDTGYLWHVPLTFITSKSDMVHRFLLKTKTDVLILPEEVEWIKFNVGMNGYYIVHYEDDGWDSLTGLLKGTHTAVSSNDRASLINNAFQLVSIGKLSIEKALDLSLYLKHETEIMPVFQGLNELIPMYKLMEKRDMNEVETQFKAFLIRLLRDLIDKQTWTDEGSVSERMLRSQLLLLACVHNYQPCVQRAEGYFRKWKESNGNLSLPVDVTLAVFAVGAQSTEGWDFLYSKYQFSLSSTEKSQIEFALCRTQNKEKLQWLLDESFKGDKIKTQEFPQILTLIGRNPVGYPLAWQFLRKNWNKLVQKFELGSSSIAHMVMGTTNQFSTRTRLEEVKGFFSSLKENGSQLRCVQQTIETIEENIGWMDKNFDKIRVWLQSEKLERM
S100A4 MyoIIA: blocks human S100A4 binding to myosin IIA peptide; S100A4/TAMRA-MyoIIA peptide fluorescence polarization; inhibition, % at 10.7 µM; 360,000 tested, 0.14% active; AID 652163;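 active = mean inhibition of at least 70% across replicates, with every replicate also reaching that level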
Target sequence (P26447 whole entry, looked up): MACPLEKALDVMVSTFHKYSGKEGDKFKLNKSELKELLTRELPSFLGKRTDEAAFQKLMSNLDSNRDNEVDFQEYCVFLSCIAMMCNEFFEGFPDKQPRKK
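Compound dosing: one dose per compound; test system: human S100A4 monomer with TAMRA-labelled myosin IIA peptide; probe or stimulus: TAMRA-labelled myosin IIA heavy-chain peptide probe, 5 nM; medium: HEPES buffer with Ca2+, pH 7.2; schedule: 5 min incubation before reading; benchmarks: neutral control DMSO, positive control TFP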
E-selectin induc: induces E-selectin expression in human endothelial cells. activation, % at 7.58 µM. P16581. 260,000 tested, 0.37% active. AID 686992. HUVEC E-selectin immunofluorescence imaging; normalized: neutral wells 0, TNF-alpha wells 100;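 active = mean E-selectin-positive cell signal at least 10% of the positive control, reached in at least 60% of replicates, without over 20% cell loss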;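 note: in these data hits start at about 27%; measured in HUVEC primary endothelial cells; signal is the percent of cells scored E-selectin positive by PE staining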
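Test system: HUVEC | Signal: Immunofluorescence imaging | Read-out: Percent E-selectin-positive cells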
Xi reactivation: reactivates the inactive X chromosome in mouse fibroblasts | XiGFP mouse fibroblasts, % GFP-positive cells imaging, 3 d; cells co-treated with 5-aza-dC sensitizer; scaled so ellipticine positive control = 100% | activation, % at 7.58 µM | 360,000 tested, 0.055% active;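 active = mean normalized replicate activation at least 10% and every replicate at or above 10%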;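 note: 0% = median of on-plate neutral control wells and 100% = ellipticine 6 µM median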
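System: 68-5-11 XiGFP fibroblast line; Timing: 3 days compound exposure; Compound dosing: one concentration, pinned; Benchmarks: positive control ellipticine, 6 µM final; Buffer or medium: DMEM containing 5-aza-dC.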
* hit, by the source's call; i = inactive; · = no result given; & = joins results of further samples.

SMILES	RAD52 inh	esBAF inh	RAD54 branch	ERp5 inh	ERAP1 inh	S100A4 MyoIIA	E-selectin induc	Xi reactivation
O=c1[nH]cc(S(=O)(=O)N2CCN(c3cccc(C(F)(F)F)c3)CC2)c(=O)[nH]1	-15	7	-20	-16	-3	-4	2.9	-0.1
CCOC(=O)N1CCN(c2ccc(S(=O)(=O)N3CCC(C)CC3)cc2[N+](=O)[O-])CC1	0	-17	-3	-3	4	2	-0.2	0.0
COc1ccc(-c2c(-c3ccccc3OC)sc3ccccc23)cc1F	-73	·	·	-1	3	10	0.0	0.1
C[C@@H]1CN([C@H](C)CO)C(=O)c2cccc(NC(=O)c3cnccn3)c2O[C@@H]1CN(C)C(=O)Nc1ccccc1	-5	4	18	-4	1	-22	-0.2	-0.1
O=C(Nc1ncccn1)C1CCCCC1	-1	·	·	-4	-1	2	-1.5	0.0
CCOC(=O)N1CCN(S(=O)(=O)N2CCCC(C(=O)NCCc3ccccc3)C2)CC1 (stereo unspecified)	-8	4	1	6	1	5	·	0.1
C[C@H]1CN([C@@H](C)CO)C(=O)c2cc(-c3ccc(F)cc3)cnc2O[C@H]1CN(C)CC1CCCCC1	2	-3	1	-3	-15	1	-0.2	0.0
Cc1ccccc1-c1nnc(SCC(=O)c2c(N)n(C3CC3)c(=O)[nH]c2=O)o1	7	1	-2	-5	-2	-4	-0.3	0.1
CC(C)NC(=O)C1(C)CSCC(=O)N1CCCN1CCOCC1 (stereo unspecified)	-13	·	·	-2	-2	6	0.0	0.0
COCC#Cc1cnc2c(c1)C(=O)N([C@H](C)CO)C[C@@H](C)[C@@H](CN(C)C(=O)Cc1cccnc1)O2	-6	4	-3	4	-3	6	0.1	-0.7
COc1ccccc1N(C)S(=O)(=O)c1ccc(C(=O)N(C)Cc2cccc(OC)c2OC)cc1	-10	13	1	-4	2	-4	-0.3	0.1
Cc1ccc(N/C=C2\CCCCC2=O)c(C)c1	-9	3	·	2	2	-11	·	0.2
Cc1noc(C)c1NC(=O)N[C@H]1CC[C@@H](CC(=O)Nc2ccccc2)O[C@H]1CO	-23	0	1	5	2	15	0.3	0.1
Cc1[nH]c2ccccc2c1C(=O)COC(=O)c1ccccc1O	-13	124*	-8	8	1	-1	-0.2	0.4
N/C(=N\OC(=O)c1ccoc1)c1ccc(Br)cc1	-9	44*	13	-9	1	1	-0.2	0.0
CC1=C(C(=O)Nc2ccccc2F)C(c2cccs2)NC(=S)N1 (stereo unspecified)	-3	·	·	-5	5	-2	·	0.0
CN1CCN(C(=S)c2cn(Cc3cccc(F)c3)c3ccccc23)CC1	-23	·	·	0	-4	-22	2.7	0.4
CO[C@H]1CN(C)C(=O)c2cc(NC(=O)Cc3ccccc3)ccc2OC[C@H](C)N(C(C)=O)C[C@H]1C	21	-4	-11	-1	-6	-5	-0.2	0.4
COc1ccc(NC(=O)c2cc([N+](=O)[O-])ccc2N2CCN(C)CC2)cc1	-1	·	·	-11	5	3	·	0.0
Cc1ccccc1Nc1nc(N)nc(COc2ccc(C#N)cc2)n1	-7	·	·	2	5	-10	·	0.0
CCOc1ccccc1CN1CCN(Cc2ccc3cccc(OC)c3n2)CC1CCO (stereo unspecified)	-38	-7	-11	2	-3	2	·	-0.1
COc1ccc(C2=Cc3ccc(OC(C)=O)cc3OC2)cc1	-16	78*	1	6	0	0	-0.4	0.0
Cc1cc(NC(=O)C2COc3ccccc3O2)no1 (stereo unspecified)	-6	16	8	3	6	-2	0.1	0.0
Cc1cccc(C(=O)NCC(=O)N2CCN(S(=O)(=O)c3ccccc3)CC2)c1	-65	·	·	-4	4	1	-1.9	0.1
CC1CCN(C(=O)c2[nH]cnc2C(=O)N(C)CCO)CC1	-14	·	·	-1	1	-1	·	0.4
COc1ccccc1-c1cnc2c(c1)C(=O)N([C@@H](C)CO)C[C@@H](C)[C@H](CN(C)Cc1ccc(F)cc1)O2	-8	1	-6	3	-3	1	0.4	-1.1
CN1C2CCC1CC(OC(=O)c1c[nH]c3ccccc13)C2 (stereo unspecified)	-3	3&-7	-3&3	-2	4	-1	1.1	-0.1
NS(=O)(=O)c1cc2c(cc1Cl)NCNS2(=O)=O	1	5	1	-2	2	-2	-0.2	0.1
COc1ccccc1CN1CC(=O)N2CSC[C@H]2C1=O	-14	1	-15	-1	-3	-5	0.2	-0.1
CN1C(c2ccccc2)CCOS1(=O)=O (stereo unspecified)	-7	-1	-7	3	7	4	·	0.0
COc1ccc2c3c(n(C)c2c1)[C@@H](CO)N(C(=O)Nc1ccccc1F)CC31CCN(C(=O)c2ccccc2F)CC1	12	·	·	7	-1	10	-0.1	0.3
CCCc1cc(=O)oc2cc(OC(C)C(=O)NCc3ccccn3)c(Cl)cc12 (stereo unspecified)	-9	2	1	1	4	-2	·	0.0
COc1ccc(C#Cc2ccc([C@@H]3[C@@H](CO)N4CCCCN(Cc5ccccc5F)C[C@@H]34)cc2)cc1	-104	-4	3	-3	-1	-17	0.2	0.3
Cc1c(C(C)(C)O)[nH]c2ccc(C(F)(F)F)cc12	-12	9	-2	-11	1	-6	-0.1	0.0
C[C@@H]1CN([C@H](C)CO)C(=O)Cc2cc(NC(=O)Cc3ccccc3)ccc2O[C@H]1CN(C)C(=O)Nc1ccc2c(c1)OCO2	-4	5	0	6	0	5	-5.9	0.1
CC(C)NC(=O)N(C)C[C@@H]1Oc2ncc(C#CCc3ccccc3)cc2C(=O)N([C@H](C)CO)C[C@@H]1C	23	-4	-4	-1	10	4	-0.2	-1.0
CCCNC(=O)N1C[C@@H](C)[C@@H](OC)CN(C)C(=O)c2ccc(NC(=O)C3CCC3)cc2OC[C@@H]1C	-17	-9	0	1	·	9	0.1	-0.3
COc1ccc(S(=O)(=O)N(C)C[C@H]2OCCCC[C@@H](C)Oc3ccc(NS(=O)(=O)c4cn(C)cn4)cc3C(=O)N([C@H](C)CO)C[C@H]2C)cc1	10	-5	3	2	1	-5	·	-0.1
CSC1=NSC2=NC(=O)/C(=C/c3coc4ccc(O)cc4c3=O)C(=N)N12	i	6	·	-1	1	0	·	0.0
COC(=O)C1=C[C@@H](C(=O)OC)[C@@H]2C3=C(C(=O)[C@@]2(C)NC(=O)c2ccccc2)[C@H](C)n2c(=O)n(C)c(=O)n2[C@@H]3C1	-14	-1	-16	1	-8	7	0.0	0.1
Cc1ccc2c(c1)C1CN(C)CCC1N2C(=S)NC(=O)c1ccc(Br)cc1 (stereo unspecified)	5	-4	1	-4	0	-6	·	0.0
COc1ccc(CN(C)C[C@H]2OCCCC[C@@H](C)Oc3ccc(NC(=O)Nc4cccc5ccccc45)cc3C(=O)N([C@@H](C)CO)C[C@@H]2C)cc1	-41	-3	-1	1	-1	17	0.0	0.0
CCc1cc(C(=O)Cc2nc3ccccc3s2)c(O)cc1OCC(=O)O	-27	0	-9	-2	3	2	0.1	-0.1
COCC(=O)N(C)C[C@H]1Oc2ncc(/C=C/c3ccccc3)cc2C(=O)N([C@@H](C)CO)C[C@@H]1C	-18	-1	-8	1	1	-8	-0.2	-0.4
Cc1ccc(S(=O)(=O)Nc2ccc3c(c2)C(=O)N([C@@H](C)CO)C[C@@H](C)[C@H](CN(C)C(=O)C2CCCCC2)OCCCC[C@H](C)O3)cc1	37	8	-3	2	1	-12	-0.1	0.0
Cc1ccccc1NS(=O)(=O)c1cc(C(=O)Nc2cccnc2)ccc1C	-18	4	-1	4	-1	-10	0.7	0.1
O=C(CC[C@H]1O[C@@H](n2ccc(=O)[nH]c2=O)[C@H](O)[C@@H]1O)N[C@H](Cc1ccccc1)C(=O)NCc1ccccc1	-18	-1	8	3	-1	-6	4.4	0.1
COC1OC(COCc2ccccc2)C2OC(C)(C)OC2C1O (stereo unspecified)	-7	·	·	5	2	-5	1.5	0.2
CN1CCN(C(=O)C[C@@H]2CC[C@@H]3[C@H](COC[C@@H](O)CN3C(=O)c3ccccc3F)O2)CC1	-2	-4	-1	-1	-4	-10	0.3	0.1
CCn1c(CCc2ccccc2)n[nH]c1=S	-4	·	·	3	2	2	2.8	0.2
CC(=O)Nc1ccc2c(c1)C(=O)N(C)[C@H]1CC[C@@H](CC(=O)NCc3ccccc3)O[C@@H]1CO2	-7	-2	8	2	3	-9	0.1	0.1
CCCC#Cc1cnc2c(c1)C(=O)N([C@@H](C)CO)C[C@@H](C)[C@@H](CN(C)C(=O)c1cccnc1)O2	-3	-2	-28	3	-1	-4	0.1	-1.3
COc1ccccc1S(=O)(=O)N(C)C[C@H]1OCc2ccccc2-c2c(n(C)c3ccccc23)C(=O)N([C@@H](C)CO)C[C@H]1C	7	3	-11	-1	-1	-1	-0.2	-1.1
COc1cc(/C=C2\SC(=O)NC2=O)ccc1OCc1ccc(Cl)nc1	-15	16	-12	3	-8	-1	-0.3	0.0
CC(=O)Nc1ccc(NC(=S)Nc2ccc(F)cc2)cc1	-2	-1	3	-11	-2	-11	10.0	-0.1
O=C(NCCc1ccccn1)C1CCN(S(=O)(=O)c2ccc(Cl)cc2)CC1	-6	0	-2	-3	4	2	2.6	-0.1
COc1ccc(CNC(=O)c2cc3c(s2)CS(=O)C3)cc1 (stereo unspecified)	-5	7	5	1	0	-2	0.1	0.3
CCCNC(=O)C1(C)CCCN(C(=O)c2c(F)ccc(C)c2F)C1 (stereo unspecified)	-6	-6	5	5	2	0	0.1	0.1
Cn1c2ccccc2c2ccc3c(c21)C(=O)C=CC3=O	-1	·	·	-4	2	-3	0.8	0.2
C[C@H]1CN([C@@H](C)CO)S(=O)(=O)c2ccc(C#Cc3cccnc3)cc2O[C@H]1CN(C)C(=O)Nc1ccc2c(c1)OCO2	-37	3	4	1	-8	5	0.2	-0.3

Quoted at random: two entries already listed.
SMILES	RAD52 inh	esBAF inh	RAD54 branch	ERp5 inh	ERAP1 inh	S100A4 MyoIIA	E-selectin induc	Xi reactivation
COc1ccccc1-c1cnc2c(c1)C(=O)N([C@@H](C)CO)C[C@@H](C)[C@H](CN(C)Cc1ccc(F)cc1)O2	-8	1	-6	3	-3	1	0.4	-1.1
CCOc1ccccc1CN1CCN(Cc2ccc3cccc(OC)c3n2)CC1CCO (stereo unspecified)	-38	-7	-11	2	-3	2	·	-0.1

Carrying on.
SMILES	RAD52 inh	esBAF inh	RAD54 branch	ERp5 inh	ERAP1 inh	S100A4 MyoIIA	E-selectin induc	Xi reactivation
C[C@]12c3[nH]c4cc(-c5ccco5)ccc4c3CCN1C(=O)[C@@H](CC(=O)NCC13CC4CC(CC(C4)C1)C3)C[C@@H]2C(=O)N1CCOCC1	-27	15	-7	-1	·	-5	-0.5	0.3
COc1cc2c(cc1OC)C(c1ccc(-c3ccccc3Cl)o1)=NCC2	-24	38	·	-4	2	3	·	·
COc1ccc2c3c(n(C)c2c1)[C@H](CO)N(S(=O)(=O)c1ccc(C)cc1)CC31CN(C(=O)c2ccccn2)C1	6	·	·	2	-1	-10	0.3	0.0
Cc1ccc(C(=O)Nc2ccc3c(c2)OCO3)cc1S(=O)(=O)N1CCOCC1	-8	·	10	9	4	67	·	0.5
CCOC(=O)C(=O)Nc1ccccc1C#N	-4	·	·	8	-2	4	·	0.3

In the list so far, these have a nitro group on carbon:
SMILES	RAD52 inh	esBAF inh	RAD54 branch	ERp5 inh	ERAP1 inh	S100A4 MyoIIA	E-selectin induc	Xi reactivation
CCOC(=O)N1CCN(c2ccc(S(=O)(=O)N3CCC(C)CC3)cc2[N+](=O)[O-])CC1	0	-17	-3	-3	4	2	-0.2	0.0
COc1ccc(NC(=O)c2cc([N+](=O)[O-])ccc2N2CCN(C)CC2)cc1	-1	·	·	-11	5	3	·	0.0

Source: PubChem (Broad Institute)

Compounds were not picked by outcome; 2.5% or so of the library scored in one or more.
